FadD28 FP inh: inhibitors of FadD28 bisubstrate probe binding, primary screen, biochemical, fluorescence polarization, single point; Mycobacterium tuberculosis FadD28 fatty-acid-AMP ligase; inhibition, % at 12.5 µM; actives 0.22% (n = 360,000); in the data active = inhibition above about 8.5%, passing the limit was not always enough; inconclusive = no clear call, values can overlap the other calls
Mtb FBA inh: Mtb FBA enzyme inhibitors, primary screen, biochemical, fluorescence, strain H37Rv; purified M. tuberculosis FBA, fluorescence read-out; actives 2.3% (n = 360,000); Fructose-bisphosphate aldolase (Mycobacterium tuberculosis (strain ATCC 25618 / H37Rv)), …; inhibition, % at 1 µM; in the data active = inhibition above about 27%;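 note: 0% = vehicle and 100% = reference inhibitor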
Target sequence (P9WQA3 whole entry, looked up): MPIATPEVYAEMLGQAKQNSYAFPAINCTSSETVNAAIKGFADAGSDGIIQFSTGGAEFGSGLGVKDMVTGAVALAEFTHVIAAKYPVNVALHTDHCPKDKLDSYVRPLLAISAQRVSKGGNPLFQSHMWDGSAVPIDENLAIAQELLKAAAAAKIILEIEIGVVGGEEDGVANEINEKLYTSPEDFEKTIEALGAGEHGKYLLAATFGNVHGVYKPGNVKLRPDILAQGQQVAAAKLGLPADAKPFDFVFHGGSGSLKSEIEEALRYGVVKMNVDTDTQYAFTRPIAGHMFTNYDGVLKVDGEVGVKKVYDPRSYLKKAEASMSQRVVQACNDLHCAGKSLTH
Mtb BioA inh: M. tuberculosis BioA enzyme inhibitors, primary screen, biochemical, plate reader, single point, HTS; inhibition, % at 9.99 µM; purified M. tuberculosis BioA enzyme; actives 0.096% (n = 360,000); 7,8-diaminopelargonic acid synthase BioA (Mycobacterium tuberculosis); in the data active = inhibition above about 40%; inconclusive = no clear call, values can overlap the other calls
PfHsp40 rescue: rescue of yeast from PfHsp40 toxicity, primary screen, S. cerevisiae, ATP luminescence | S. cerevisiae expressing PfHsp40, growth rescue | growth rescue, % at 12.5 µM | actives 0.68% (n = 340,000); in the data active = growth rescue above about 28%, passing the limit was not always enough; inconclusive = no clear call, values can overlap the other calls;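 note: yeast W303a lacking pdr1 and pdr3 grown in galactose medium; growth measured after three days at 30 °C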
GDH-TPI inh: GDH-TPI coupling enzyme inhibitors, primary screen, artefact control for M. tuberculosis FBA inhibitor project, biochemical, absorbance, full deck; AID 588335, 2011; GDH-TPI coupled enzyme counterscreen, NADH absorbance; actives 1.2% (n = 360,000); inhibition, % at 4.8 µM; in the data active = inhibition above about 30%;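 note: 0% = DMSO wells and 100% = wells lacking the enzyme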
UGM FP inh: M. tuberculosis UGM enzyme inhibitors, primary screen, biochemical, fluorescence polarization, single point; purified UGM, fluorescence polarization probe displacement; inhibition, % at 10 µM; actives 0.06% (n = 320,000); AID 504406, 2011; in the data active = inhibition above about 10%, passing the limit was not always enough; inconclusive = no clear call, values can overlap the other calls
Target sequence (P9WIQ1 whole entry, looked up): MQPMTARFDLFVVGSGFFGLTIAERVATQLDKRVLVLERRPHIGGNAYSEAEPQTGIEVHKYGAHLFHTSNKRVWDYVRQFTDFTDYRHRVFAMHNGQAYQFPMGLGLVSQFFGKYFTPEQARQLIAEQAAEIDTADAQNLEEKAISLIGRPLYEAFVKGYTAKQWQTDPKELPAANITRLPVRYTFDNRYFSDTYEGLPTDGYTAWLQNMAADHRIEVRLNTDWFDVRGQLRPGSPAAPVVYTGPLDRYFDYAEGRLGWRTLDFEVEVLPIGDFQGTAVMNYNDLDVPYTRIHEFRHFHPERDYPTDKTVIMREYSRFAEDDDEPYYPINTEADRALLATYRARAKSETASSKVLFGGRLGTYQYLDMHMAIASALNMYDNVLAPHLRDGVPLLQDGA
Yp Topo-I inh: Yersinia pestis topoisomerase I inhibitors, primary screen, biochemical, cleavage product accumulation, plate reader, single point; DNA topoisomerase I (Yersinia pestis CO92); Y. pestis Topo-I cleavage product accumulation; activity, % at 10 µM; actives 0.064% (n = 360,000); in the data active = activity above about 50%, passing the limit was not always enough; inconclusive = no clear call, values can overlap the other calls; note: inactives centre near 2
TcdB GH inh: TcdB glycohydrolase inhibitors, primary screen, biochemical, single point, plate reader; TcdB glycohydrolase enzymatic assay; inhibition, % at 9.99 µM; actives 0.24% (n = 350,000); in the data active = inhibition above about 10%
Vc quorum ag: inducers of Vibrio cholerae quorum light production without autoinducers, primary screen, BH1578 luxS cqsA deficient, single point | V. cholerae BH1578 lux reporter, luminescence, 6 h | activation, % at 18.7 µM | actives 0.16% (n = 350,000); in the data active = activation mostly above about 9.7%, no sharp cut-off; inconclusive = no clear call, values can overlap the other calls; inactive = mostly below about 3.7%; note: not every result past the cut was called active; inactives centre near 0; reference of the scale not given here
Numbers without * were called inactive; i = inactive; ? = inconclusive; . = not tested or not shown.

No.	SMILES	Mtb FBA inh	TcdB GH inh	Vc quorum ag	UGM FP inh	GDH-TPI inh	PfHsp40 rescue	FadD28 FP inh	Yp Topo-I inh	Mtb BioA inh
1	O=C(Nc1nn[nH]n1)C12CC3CC(CC(C3)C1)C2	4	.	i	-0.3	8	-0.5	-0.9	0	.
2	COC(=O)c1sc2nc(SCc3cccc(Cl)c3)n(N)c(=O)c2c1C	-3	0.9	i	-0.6	5	-0.6	-1.7	9	.
3	COc1ccc(N2C(=O)CSC23C(=O)Nc2ccccc23)cc1OC (stereo not drawn)	3	.	i	-2.5	-2	-0.3	-1.3	-14	-1.5
4	CCOC(=O)N1CCC(N(CCN(C)C)C(=S)Nc2cccc(Cl)c2)CC1	-2	0.0	i	-1.1	-3	0.7	-3.5	15	0.9
5	CCCc1cc(=O)oc2cc(OCC(=O)NCCc3c[nH]c4ccccc34)ccc12	4	0.7	-0.3	-1.0	28	1.2	-1.4	32	-0.1
6	COc1ccc(-n2c(C)c(C(C)=O)c3cc(O)ccc32)cc1	0	.	i	.	8	-0.2	-0.4	6	0.0
7	COc1ccc(CCNC(=O)CCn2c(=O)c3cccn3c3cccnc32)cc1OC	0	-0.8	-0.4	-1.2	6	-0.5	-3.7	-3	-0.3
8	COc1ccc(C)cc1N(CC(=O)N1CCCC1)S(C)(=O)=O	0	0.5	-0.9	0.4	3	-0.5	-0.4	0	-1.7

Full records as entered above. Order of values: Mtb FBA inh, TcdB GH inh, Vc quorum ag, UGM FP inh, GDH-TPI inh, PfHsp40 rescue, FadD28 FP inh, Yp Topo-I inh, Mtb BioA inh
`CCCc1cc(=O)oc2cc(OCC(=O)NCCc3c[nH]c4ccccc34)ccc12` in the list: 4, 0.7, -0.3, -1.0, 28, 1.2, -1.4, 32, -0.1
`COC(=O)c1sc2nc(SCc3cccc(Cl)c3)n(N)c(=O)c2c1C` in the list: -3, 0.9, i, -0.6, 5, -0.6, -1.7, 9, .

Next section:
No.	SMILES	Mtb FBA inh	TcdB GH inh	Vc quorum ag	UGM FP inh	GDH-TPI inh	PfHsp40 rescue	FadD28 FP inh	Yp Topo-I inh	Mtb BioA inh
9	COC(=O)c1cc(S(=O)(=O)N2CCN(c3cccc(C)c3C)CC2)c[nH]1	2	3.6	-0.2	-4.0	1	0.6	-1.3	20	-0.2
10	COC(=O)n1c(=O)oc2cc(S(=O)(=O)N3CCCCC3)ccc21	0	.	-1.4	1.2	4	1.2	-1.1	5	-1.2
11	Cc1cc(C)c2oc(C(=O)Nc3ccc(S(=O)(=O)Nc4nccc(C)n4)cc3)cc(=O)c2c1	-5	1.1	-0.6	-0.9	17	-2.2	0.2	6	-1.0
12	Cc1noc(C)c1CSCC(=O)Oc1ccc(N(C)S(=O)(=O)c2ccc(Cl)cc2)cc1	-1	-0.9	-10	-1.2	3	-0.4	-2.4	28	.
13	OC(COC(c1ccccc1)c1ccccc1)CN1CCN(c2ccccn2)CC1 (stereo not drawn)	2	1.7	i	-1.7	12	-0.1	-1.1	30	-0.2
14	CCOC(=O)CSCC(=O)N1CCC(Cc2ccccc2)CC1	-1	-1.1	-0.1	-0.6	5	-0.1	-0.3	21	2.7
15	CN(Cc1ccccc1)c1ncnc2[nH]ncc12	2	-0.2	i	.	3	1.3	-1.4	-7	3.2
16	CC1CCN(C(=S)NC(=O)c2ccc(C(C)(C)C)cc2)CC1	-1	-0.6	-1.2	.	1	5.4	0.2	8	3.2
17	O=C(COc1ccc(S(=O)(=O)N2CCOCC2)cc1)Nc1ccccc1F	0	-0.3	-1.3	-1.5	5	0.1	0.8	1	.
18	CCc1noc(C)c1C(=O)N1CCCC(N2CCN(c3cccc(Cl)c3)CC2)C1 (stereo not drawn)	1	1.6	-0.2	-2.3	-2	0.6	0.0	16	0.4
19	COc1cccc2c(=O)cc(C)n(CC(=O)Nc3ccc(C)c(C)c3)c12	5	.	-0.3	4.9	-4	0.4	-7.7	25	-1.1
20	O=C(Nc1ccccc1Cl)c1cc[n+](Cc2ccc([N+](=O)[O-])cc2)cc1	3	1.5	i	0.1	3	0.7	-1.9	-5	.
21	COc1ccc2[nH]cc(CCNC(=O)C3CCCO3)c2c1 (stereo not drawn)	3	0.8	-0.1	2.8	3	-0.4	0.2	-4	.
22	COc1ccccc1NC(=O)COc1cc(C)nc(C(C)C)n1	3	-0.4	-14	-1.6	8	-0.7	1.0	-6	-3.6
23	CC(C)(C)NC(=O)NC(=O)COC(=O)C1=COCCO1	3	6.5	-0.2	1.5	5	-0.7	-0.9	1	-2.4
24	CCn1c(C(=O)O)c(CC(=O)N(C)c2ccc(OC)cc2OC)c2ccccc21	1	6.9	0.2	-2.9	2	.	0.8	-6	0.8

Quoted at random: three compounds from above
No.	SMILES	Mtb FBA inh	TcdB GH inh	Vc quorum ag	UGM FP inh	GDH-TPI inh	PfHsp40 rescue	FadD28 FP inh	Yp Topo-I inh	Mtb BioA inh
19	COc1cccc2c(=O)cc(C)n(CC(=O)Nc3ccc(C)c(C)c3)c12	5	.	-0.3	4.9	-4	0.4	-7.7	25	-1.1
18	CCc1noc(C)c1C(=O)N1CCCC(N2CCN(c3cccc(Cl)c3)CC2)C1 (stereo not drawn)	1	1.6	-0.2	-2.3	-2	0.6	0.0	16	0.4
24	CCn1c(C(=O)O)c(CC(=O)N(C)c2ccc(OC)cc2OC)c2ccccc21	1	6.9	0.2	-2.9	2	.	0.8	-6	0.8

Continued:
No.	SMILES	Mtb FBA inh	TcdB GH inh	Vc quorum ag	UGM FP inh	GDH-TPI inh	PfHsp40 rescue	FadD28 FP inh	Yp Topo-I inh	Mtb BioA inh
25	CC(=O)c1ccccc1NC(=O)CCN1C(=O)C2CCCCC2C1=O (stereo not drawn)	0	0.5	i	-2.6	5	-0.6	0.5	6	.
26	C=C(C)COc1ccc(-c2n[nH]c(C)c2Oc2ccccc2OC)c(O)c1	-2	.	i	0.1	16	?	-22	-6	-2.2
27	CNC(=S)N/N=C/c1cc(Br)c(OCc2ccncc2)c(OC)c1	-1	-1.3	-0.4	2.2	24	-0.4	-4.1	9	0.1
28	Cc1ccc(C(=O)O)cc1N=Nc1c(O)[nH]c(=O)[nH]c1=O	-9	0.7	-0.2	1.8	10	-0.8	-1.5	-3	.
29	Cc1c(-c2csc(N)n2)c2ccccc2n1C	1	0.0	i	0.3	14	-0.4	-0.6	-11	-3.3
30	CCCCc1ccc(/C=C2/C(=O)ON=C2c2ccccc2)s1	1	.	-0.3	-1.1	13	-1.6	-0.1	0	.
31	Cn1nc(C(=O)OCC(=O)Nc2cc(Cl)ccc2C#N)c2ccccc2c1=O	-1	0.8	-0.3	0.5	11	0.3	-3.5	-1	-0.2
32	CCCCCCCCCCSc1n[nH]c(N)n1	0	-9.2	2.3	0.2	3	303*	1.4	11	-0.6
33	Cc1csc(NC(=O)c2ccccc2C(=O)O)n1	0	.	.	-1.6	2	-0.2	3.2	9	-1.0
34	Cc1cc(C)c(C)c(S(=O)(=O)Nc2ccccc2C(=O)NN2CCOCC2)c1C	1	0.8	i	-1.7	1	-1.1	1.5	-2	-3.1
35	CC(NC(=O)c1ccccc1)C(=O)N/N=C/c1cccc([N+](=O)[O-])c1 (stereo not drawn)	2	-1.9	-0.8	0.1	4	-0.5	-1.0	8	.
36	O=[N+]([O-])c1ccc(S(=O)(=O)CC(CN2CCOCC2)N2CCOCC2)cc1 (stereo not drawn)	3	-0.5	i	2.7	2	-0.2	-2.8	7	-2.1
37	Clc1ccc(-c2nc(N3CCOCC3)nc3ccccc23)cc1	6	-0.3	0.8	-0.4	5	-1.9	-2.9	-6	2.6
38	Cc1cccn2c(CNCCCOc3cccnc3)c(C(=O)N3CCOCC3)nc12	0	1.6	.	2.0	-4	1.7	-0.9	2	.
39	CCN(CC)CCOC(=O)c1cccc(Br)c1	0	.	-0.2	0.2	0	-0.5	-2.4	5	-0.2
40	COCCn1c(=NC(=O)c2ccco2)sc2cc(C(=O)OC)ccc21	7	.	i	-1.3	18	-0.4	-1.2	-3	-5.7
41	C=C1C(=O)O[C@@H]2C[C@@H](C)[C@@H]3C=CC(=O)[C@@]3(C)[C@@H](O)[C@H]12	3	0.6	-0.2	-3.9	13	-1.5	-0.1	14	-0.4
42	CCN(C(=O)c1cnc(OC)cc1C(F)(F)F)c1ccc(Cl)cc1Cl	2	1.7	i	1.7	3	-0.4	-0.7	-6	1.8
43	C=CCN1C(=O)C2C3C=CC(C2C1=O)C1C2C(=O)N(CC=C)C(=O)C2C31 (stereo not drawn)	3	2.2	i	-3.8	0	1.5	1.1	0	-2.9
44	O=S1(=O)N=C(N(CCO)/N=C/C=C/c2ccccc2)c2ccccc21	-3	.	-0.2	-1.6	56*	2.4	-2.8	21	3.1
45	CCN(c1ccc(OC)cc1)S(=O)(=O)N1CCCC(C(=O)NC(C)c2ccccc2)C1 (stereo not drawn)	1	1.9	-0.3	.	-10	.	-1.9	14	-0.1
46	Clc1ccc(-c2noc(/C=C/c3ccccc3)n2)cc1	2	-2.3	-0.5	-1.6	10	-0.8	0.3	6	.
47	CC(C)(CNC(=O)c1cccs1)N1CCOCC1	4	0.2	i	-0.3	2	-1.6	-0.6	1	-0.2
48	COc1ccc(CCC(=O)OCC(=O)Nc2ccc3[nH]c(=O)[nH]c3c2)cc1	-1	2.0	-0.6	-1.3	-3	0.1	-5.5	1	.
49	COC(=O)c1cccc(NC(=O)CCc2c(C)noc2C)c1	2	-2.2	i	-1.4	-2	-1.4	-1.1	13	1.2
50	c1ccc(C(Cc2nc(-c3ccncc3)no2)c2ccccc2)cc1	2	.	.	-1.9	-5	-0.4	0.2	35	-0.9
51	O=C(O)CC1(CC(=O)Nc2ccc3ccccc3c2)CCCCC1	-1	.	i	2.4	-4	0.5	-6.7	-1	0.8
52	CCOc1cc(N2CCOCC2)c(OCC)cc1NC(=O)C1CC(=O)N(c2ccccc2OCC)C1 (stereo not drawn)	5	4.7	-6.1	4.5	13	-0.1	-0.6	11	-0.7
53	O=C(NCc1ccccc1)NC1CCCCC1	1	0.9	-1.9	-0.9	6	0.8	-0.4	2	-1.8
54	COc1cccc(-n2c(SCC(=O)Nc3ccc4c(c3)CCC4)nc3ccccc3c2=O)c1	0	-1.5	-6.0	-1.4	6	1.1	-1.3	44	.
55	CC(Cc1cnccn1)NCc1c(C(=O)N2CCCCCCC2)nc2ccc(Cl)cn12 (stereo not drawn)	0	0.5	i	-0.6	-4	-1.5	.	7	-0.8
56	CCCCC(=O)N1C/C=C\C(c2ccc(OC)cc2)N(Cc2ccc(F)cc2)C(=O)[C@H]1Cc1ccccc1 (stereo partly drawn)	2	.	-10	1.0	7	1.1	-1.8	29	-1.2

From PubChem
